Screens: PubChem BioAssay, National Center for Advancing Translational Sciences (NCATS)
NPC1 prom act: activates the NPC1 promoter | Huh7 NPC1 promoter luciferase reporter, 24 h | Potency, µM (top dose mostly 9.22 µM), for the others: at the top dose activation, most hits filed as activators | 320,000 tested, 2.4% active;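 also: potency is read from the fitted curve at half-maximal effect; % of control where 0% means no effect; nearly all actives have a fitted effect of over 60% in size; reporter is driven by a mutant NPC1 promoter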
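Luminescence from an NPC1 promoter-driven luciferase reporter in stably transfected Huh7 cells was measured after 24 h compound treatment at 37 °C, followed by 10 min ambient incubation with luciferase detection reagent.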
TRPV1 ag: agonists of human vanilloid receptor 1 (TRPV1) | activation, % at 8.33 µM | TRPV1-expressing cells, Fluo-8 calcium influx, agonist mode | 320,000 tested, 0.19% active | AID 540275; in the data active = activation above about 80%; inconclusive = between about 30% and that limit; also: 0% is about no effect
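Cells expressing TRPV1 were dye-loaded with Fluo-8 and read kinetically: 10 s baseline, 3 min after compound (agonist portion), then 2 min after EC20 capsaicin (allosteric enhancer portion). Calcium-bound dye fluorescence at 480/520 nm.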
p53 reactivation: re-activators of mutant p53; H1299 p53-A138V BP100-luciferase reporter, luminescence, 24 h; Potency, µM (titrated, usually from 92.2 µM), for inactives: at the highest dose activity change, positive = activation, usual class: activators; 320,000 tested, 0.063% active; also: potency is read from the fitted curve at half-maximal effect; % of control where 0% means no effect; nearly all actives have a fitted effect of over 45% in size
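p53-null H1299 cells stably carrying temperature-sensitive p53-A138V and a BP100-luciferase reporter were pinned with compounds (4-point, 1:5 series) and held 24 hrs at 37 deg C. Luminescence was read 10 min after detection reagent.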
Tb PFK block: inhibitors of T. brucei phosphofructokinase; T. brucei PFK, ADP-Glo luminescence; Potency, µM (titrated, usually from 57.5 µM), for inactives: at the top dose activity, negative = inhibition, most hits filed as inhibitors; 330,000 tested, 0.17% active; AID 485367;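 also: potency is read from the fitted curve at half-maximal effect; 0% = uninhibited 1x PFK enzyme wells and -100% = no-enzyme wells; nearly all actives have a fitted effect of over 60% in size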
Target sequence (O15648 whole entry, looked up): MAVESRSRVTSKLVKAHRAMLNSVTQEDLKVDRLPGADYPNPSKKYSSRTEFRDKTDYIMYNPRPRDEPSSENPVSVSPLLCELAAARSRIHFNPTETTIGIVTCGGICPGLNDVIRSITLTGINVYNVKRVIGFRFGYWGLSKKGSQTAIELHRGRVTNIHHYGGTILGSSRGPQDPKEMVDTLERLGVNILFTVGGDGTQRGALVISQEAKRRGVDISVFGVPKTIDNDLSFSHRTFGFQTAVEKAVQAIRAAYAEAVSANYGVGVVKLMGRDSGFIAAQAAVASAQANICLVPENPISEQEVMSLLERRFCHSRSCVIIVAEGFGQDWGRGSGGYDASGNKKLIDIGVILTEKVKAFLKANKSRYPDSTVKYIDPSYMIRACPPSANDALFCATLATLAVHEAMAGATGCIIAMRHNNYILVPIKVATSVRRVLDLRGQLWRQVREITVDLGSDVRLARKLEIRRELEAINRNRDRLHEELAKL
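In TEA buffer at pH 8.0 with 5 mM MgCl2, enzyme (1.25 nM) converted F6P (0.5 mM) and ATP (0.1 mM) for 45 min at room temperature. ADP product was read by luciferase luminescence.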
ELG1 genotox: inducers of genotoxicity in HEK293T ELG1-luciferase cells; HEK293T ELG1-luciferase reporter, luminescence, 16 h; Potency, µM (highest dose often 46 µM), for the others: top-dose activity change, positive = activation, most hits filed as activators; 330,000 tested, 1.3% active; AID 504466; also: potency is read from the fitted curve at half-maximal effect; % of control where 0% means no effect; nearly all actives have a fitted effect of over 60% in size
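Cells (2,000/well) expressing the ELG1-luciferase fusion are dosed by pin tool and kept 16 hr at 37 °C, 5% CO2. Signal comes from ONE-Glo luciferase reagent after 30 min at room temperature.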
Rab9 prom act: activators of Rab9 promoter; 320,000 tested, 2.8% active; AID 485297; Huh7 Rab9 promoter-luciferase reporter, luminescence, 24 h; Potency, µM (titrated, usually from 9.22 µM), for the others: at the highest dose activation, negative = inhibition, most hits filed as activators; also: potency is read from the fitted curve at half-maximal effect; % of control where 0% means no effect; nearly all actives have a fitted effect of over 60% in size
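Promoter activation is measured as luciferase luminescence in Huh7 cells stably transfected with a Rab9 promoter–luciferase construct, following 24 h compound exposure at 37 °C and 10 min reagent incubation at ambient temperature.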
ELG1 DNA repair: ELG1-dependent DNA repair inhibition. HEK293T ELG1-luciferase reporter, luminescence, 16 h; DNA damage induced by 5-fluorouridine. Potency, µM (series often up to 46.1 µM), for the others: at the top dose activity change, negative = inhibition, most hits filed as inhibitors. 330,000 tested, 2.3% active. AID 504467; also: potency is read from the fitted curve at half-maximal effect; % is scaled to controls: 0 for no effect and ±100 for the full control effect; nearly all actives have a fitted effect of over 55% in size
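Cells (2,000 per well) received 5-fluorouridine plus test compound or DMSO and were incubated 16 hr at 37 °C, 5% CO2. Luciferase activity was read by luminescence 30 min after ONE-Glo addition; signal suppression marked inhibition of damage-induced ELG1 function.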
BRCA1 expr up: activators of BRCA1 expression | Potency, µM (titrated, usually from 46.1 µM), inactives show at the top dose activation, hits mostly activators | AID 624202 | 380,000 tested, 1.1% active | MCF7-BRCA1-FFLuc reporter, luminescence, 48 h; response scale: scaled: vehicle 0%, 10 µM genistein 100%; also: potency is read from the fitted curve at half-maximal effect; nearly all actives have a fitted effect of over 80% in size; some results filed as inactive show a strong effect at the top dose
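Reporter cells (MCF7, BRCA1 promoter-firefly luciferase) received library compounds across a concentration series for 48 h. End-point luminescence was measured and concentration-effect curves derived after normalization.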
Gal4-VP16 FLuc: inhibits Gal4-VP16 luciferase reporter, ROR gamma counter-screen | Potency, µM (top dose mostly 53.6 µM), for the others: at the highest dose activity, negative = inhibition, usual class: inhibitors | Drosophila S2 Gal4-VP16 UAS-luciferase, luminescence, 20 h | 310,000 tested, 3.5% active;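 also: Gal4-VP16 expression switched on by copper sulfate through the metallothionein promoter; potency is read from the fitted curve at half-maximal effect; % is scaled to controls: 0 for no effect and ±100 for the full control effect; nearly all actives have a fitted effect of over 50% in size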
FLuc counter: counter-screen for miR-21 project: firefly luciferase inhibitors or activators | P08659 | purified FLuc, Km substrates, luminescence inhibition | Potency, µM (titrated, usually from 57.5 µM), for inactives: at the highest dose activity change, negative = inhibition, actives largely listed as inhibitors | 360,000 tested, 6.9% active;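 also: potency is read from the fitted curve at half-maximal effect; plate controls were vehicle for no effect and reference inhibitor for full effect; nearly all actives have a fitted effect of over 55% in size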
Target sequence (P08659 whole entry, looked up): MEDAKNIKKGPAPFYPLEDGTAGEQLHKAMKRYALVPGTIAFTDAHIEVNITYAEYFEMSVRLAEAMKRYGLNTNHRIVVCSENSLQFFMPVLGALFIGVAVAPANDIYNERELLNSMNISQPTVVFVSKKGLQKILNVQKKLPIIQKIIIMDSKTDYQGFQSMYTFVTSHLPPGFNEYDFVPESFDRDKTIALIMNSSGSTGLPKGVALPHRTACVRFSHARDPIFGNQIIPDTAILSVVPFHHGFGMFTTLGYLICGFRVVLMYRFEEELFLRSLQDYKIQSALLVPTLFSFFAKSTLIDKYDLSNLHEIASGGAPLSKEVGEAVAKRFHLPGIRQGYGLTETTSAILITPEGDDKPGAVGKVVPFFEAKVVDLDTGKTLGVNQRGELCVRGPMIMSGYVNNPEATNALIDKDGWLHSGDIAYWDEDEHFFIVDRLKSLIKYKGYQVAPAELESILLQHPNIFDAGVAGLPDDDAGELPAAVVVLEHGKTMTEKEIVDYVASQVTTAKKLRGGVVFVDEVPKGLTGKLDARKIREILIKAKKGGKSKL
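Biochemical qHTS of compounds, final roughly 60 µM downward over six points, against 10 nM purified firefly luciferase using Km concentrations of substrates (10 uM D-luciferin, 10 uM ATP) in Tris acetate pH 7.5 buffer; luminescence output.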
RORg inh: ROR gamma (mouse) transcription inhibition | 310,000 tested, 5.4% active | Potency, µM (top dose mostly 53.6 µM), inactives show at the top dose activity change, negative = inhibition, most hits filed as inhibitors | AID 2551 | Drosophila S2 Gal4-RORgamma UAS-luciferase reporter, 20 h | P51450; also: potency is read from the fitted curve at half-maximal effect; % is scaled to controls: 0 for no effect and ±100 for the full control effect; nearly all actives have a fitted effect of over 60% in size
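Stable Schneider cell line, Gal4 DNA-binding domain fused to ROR gamma, UAS-luciferase. Cmpd 1 hr RT → CuSO4 700 uM final → 20 hr RT → luciferase reagent 10 min → luminescence.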
Numbers without * were called inactive; ? = inconclusive; . = not tested or not shown; & = joins results of further samples; [ ] = remark or other dose. Unless noted, calls follow the shape of the dose curve; as a rule, active = well fitted curve in the direction sought with a large enough effect; inconclusive = small, poorly fitted or top-dose-only effect, or another doubt; inactive = no such curve, though single readings can be large; an effect the other way counts as inactive or inconclusive. The list is partial. The share of hits here may be higher or lower than overall.

The opening 11 compounds, ahead of the listing:
item	mol	NPC1 prom act	TRPV1 ag	p53 reactivation	Tb PFK block	ELG1 genotox	Rab9 prom act	ELG1 DNA repair	BRCA1 expr up	Gal4-VP16 FLuc	FLuc counter	RORg inh
1	CCN(CC)P(=O)(Oc1cccc(C)c1)N(CC)CC	3%	17	2%	-1%	-1%	-2%	-19%	-10%	-2%	3%	11%
2	S=c1[nH]nc(C2CC2)n1Cc1ccccc1	2%	-3	-2%	-1%	-2%	-3%	13%	7%	?	-10%	?
3	CC(C)CCn1c(=O)c(C(=O)NCc2ccco2)c(O)c2ccccc21	-2%	-6	1%	-3%	-7%	0%	?	0%	5%	0%	-6%
4	Cc1cccc(C)c1OC(=O)Cc1ccccc1	-2%	20	-2%	2%	5%	-10%	-9%	-2%	-7%	-1%	-4%
5	CNC(=O)O/N=C(\C)Cc1nnn(-c2cc(C)on2)n1	-3%	-4	-1%	1%	-1%	-5%	-6%	-4%	0%	0%	-3%
6	O=C(NC(Cc1cnc[nH]1)C(=O)O)c1ccccc1 (stereo not given)	-1%	-1	4%	-2%	0%	-3%	4%	19%	-2%	0%	16%
7	CC(C)c1ccccc1OCC(=O)N1CCCN(C)CC1	-2%	-1	21%	2%	-2%	4%	0%	-1%	-2%	-3%	-3%
8	CCCC1C(C#N)=C(N)Oc2c1c(=O)oc1ccccc21 (stereo not given)	0%	10	4%	2%	-2%	0%	6%	-2%	16%	0%	-14%
9	COc1cc(/C=C/C(=O)c2c(O)n(CCc3ccccc3)c(=O)[nH]c2=O)ccc1O	-1%	1	?	-3%	-3%	-8%	?	-76%	?	6.7µM*	-39%
10	c1ccc(CCN2CCC(N3CCN(c4ccccc4)CC3)CC2)cc1	-3%	3	4%	0%	3%	7%	21%	-23%	0%	5%	14%
11	CCN(CC)c1ccc(N=Cc2c(O)n(Cc3ccccc3)c(=O)[nH]c2=O)cc1	-6%&-3%	2&9	4%&-2%	0%&-2%	?	0%&-5%	?	4%&-23%	-17%&-7%	-2%&0%	-3%&21%

This part in full, previewed entries included:
item	mol	NPC1 prom act	TRPV1 ag	p53 reactivation	Tb PFK block	ELG1 genotox	Rab9 prom act	ELG1 DNA repair	BRCA1 expr up	Gal4-VP16 FLuc	FLuc counter	RORg inh
1	CCN(CC)P(=O)(Oc1cccc(C)c1)N(CC)CC	3%	17	2%	-1%	-1%	-2%	-19%	-10%	-2%	3%	11%
2	S=c1[nH]nc(C2CC2)n1Cc1ccccc1	2%	-3	-2%	-1%	-2%	-3%	13%	7%	?	-10%	?
3	CC(C)CCn1c(=O)c(C(=O)NCc2ccco2)c(O)c2ccccc21	-2%	-6	1%	-3%	-7%	0%	?	0%	5%	0%	-6%
4	Cc1cccc(C)c1OC(=O)Cc1ccccc1	-2%	20	-2%	2%	5%	-10%	-9%	-2%	-7%	-1%	-4%
5	CNC(=O)O/N=C(\C)Cc1nnn(-c2cc(C)on2)n1	-3%	-4	-1%	1%	-1%	-5%	-6%	-4%	0%	0%	-3%
6	O=C(NC(Cc1cnc[nH]1)C(=O)O)c1ccccc1 (stereo not given)	-1%	-1	4%	-2%	0%	-3%	4%	19%	-2%	0%	16%
7	CC(C)c1ccccc1OCC(=O)N1CCCN(C)CC1	-2%	-1	21%	2%	-2%	4%	0%	-1%	-2%	-3%	-3%
8	CCCC1C(C#N)=C(N)Oc2c1c(=O)oc1ccccc21 (stereo not given)	0%	10	4%	2%	-2%	0%	6%	-2%	16%	0%	-14%
9	COc1cc(/C=C/C(=O)c2c(O)n(CCc3ccccc3)c(=O)[nH]c2=O)ccc1O	-1%	1	?	-3%	-3%	-8%	?	-76%	?	6.7µM*	-39%
10	c1ccc(CCN2CCC(N3CCN(c4ccccc4)CC3)CC2)cc1	-3%	3	4%	0%	3%	7%	21%	-23%	0%	5%	14%
11	CCN(CC)c1ccc(N=Cc2c(O)n(Cc3ccccc3)c(=O)[nH]c2=O)cc1	-6%&-3%	2&9	4%&-2%	0%&-2%	?	0%&-5%	?	4%&-23%	-17%&-7%	-2%&0%	-3%&21%
12	CCCNC(=O)N1CCC2(CC1)OCCO2	1%	1	-1%	5%	2%	1%	2%	0%	-9%	-2%	5%
13	COc1cc2c(c(OC)c1OC)-c1ccc(O)cc1[C@@H](NC(C)=O)CC2	-19%	-1	12%	0%	?	-25%	?	-68%	.	-2%	.
14	COc1cc(CC2(CCc3ccncc3)C(=O)N(C)C(=O)N(C)C2=O)cc(OC)c1OC	-2%	-1	4%	0%	0%	-1%	-4%	-1%	9%	-12%	-26%
15	Cc1nc2ccccc2c(=O)n1-c1cccc([N+](=O)[O-])c1	-3%	0	.	-1%	-2%	0%	-14%	-3%	7%	0%	-3%
16	CN1CCC(O)(c2ccccc2)C2CCCC21 (stereo not given)	-2%	-1	-1%	-4%	1%	-6%	12%	-11%	4%	1%	-11%
17	Cc1csc(-c2cccnc2)n1	-3%	-6	9%	-2%	1%	3%	-11%	23%	-1%	1%	?
18	COc1ccccc1N1CCN(Cc2ccc(F)cc2)CC1	-6%	9	1%	-2%	2%	-5%	4%	3%	-1%	3%	5%
19	NCC(O)c1cc(O)c(O)cc1F (stereo not given)	7%[46.1 µM]	3	-9%	?	-4%	3%[46.1 µM]	4%	4%	.	12%	.
20	Cc1cc(OCC(=O)NCc2cccnc2)c2c3c(c(=O)oc2c1)CCCC3	-4%	-2	-1%	1%	-3%	-6%	-16%	-28%	-24%	-2%	18%
21	CN1CCC(N(C)c2ccc(C(N)=O)cc2[N+](=O)[O-])CC1	5%	1	28%	-7%	-1%	2%	0%	-13%	0%	-2%	-23%
22	Cn1c(=O)cc(OCC(=O)N2CCN(Cc3ccc4c(c3)OCO4)CC2)c2ccccc21	3%	-2	-8%	0%	6%	3%	17%	-6%	-6%	2%	4%
23	CC1CCN(C(=O)C(C)Cl)CC1 (stereo not given)	-3%	0	-1%	1%	4%	13%	9%	-3%	8%	-4%	-3%
24	CCOC(=O)CC(NC(=O)C(Cc1ccc(N(CCCl)CCCl)cc1)NC(C)=O)C(=O)OCC (stereo not given)	-6%	2	-6%	-2%	-8%	-5%	0%	-14%	-3%	-7%	32%
25	COC(=O)C1=C(c2c(C)noc2C)C[C@@H]2CC[C@H]1N2C(=O)N1CCCC1	-5%	2	-2%	6%	4%	-2%	?	0%	.	3%	.
26	Cc1ccc(N(C)C(=O)Oc2cccc3cccnc23)cc1	-1%	2	-2%	-11%	6%	0%	-2%	13%	8%	-3%	42%
27	CCCCCn1c(=O)c(C(=O)Nc2ccccn2)c(O)c2ccccc21	-4%	-1	?	-6%	-14%	-2%	-1%	0%	?	3%	41%[1.91 µM]
28	O=C1NC(=O)N(c2ccccc2)C(=O)/C1=C\c1ccccc1[N+](=O)[O-]	1%	0	7%	1%	0%	9%	?	9%	-5%	?	3%
29	N#Cc1c(/N=C/C2C(=O)NC(=S)NC2=O)sc2c1CCCC2	-1%	-3	-5%	-16%	2%	-15%	5%	4%	6%	?	-9%
30	N#Cc1ccc(N2CCNCC2)c(F)c1	-3%	0	3%	-4%	0%	14%	8%	-17%	4%	1%	-22%
31	Cc1cc(=O)n(-c2ccccc2)n1-c1ccccc1	-3%	2	-3%	0%	0%	4%	?	0%	-18%	-2%	-3%
32	COC(=O)C1=C(c2c(C)noc2C)C[C@@H]2CC[C@H]1N2C(=O)NCC1CC1	-3%	-12	0%	-4%	1%	-11%	?	13%	.	1%	.
33	COc1ccc(OC(=O)Nc2ccccc2)cc1	1%	0	?	-4%	?	-2%	?	65%	13%	?	-8%
34	CC[C@@]1(O)C(=O)OCc2c1cc1n(c2=O)Cc2cc3c(N)cccc3nc2-1	-19%	-6	3%	0%	-3%	-38%[inhibitor]	?	-39%	0.35µM*	-2%	0.02µM*
